# Screening data from PubChem BioAssay.
# RNase H inhibition: RNase H inhibition, HIV 1 Gag Pol polyprotein, FRET biochemical assay, screening (AID 372). HIV-1 RT RNase H, FRET RNA/DNA substrate fluorescence; higher % means a stronger effect. inhibition, % at 10 µM, or IC50 in µM where a hit was titrated. 100,000 tested, 0.77% active; in the data active = inhibition above about 50%
# Active calls of the source: *.
SMILES,RNase H inhibition
Cc1ccc(N2C(=O)NC(=O)/C(=C/c3cc(C)n(-c4ccccc4)c3C)C2=O)cc1,20%
O=C1/C(=C/c2cccnc2)SC(=S)N1c1ccc([N+](=O)[O-])cc1,10%
CCOC(=O)C1=C(C)N=c2s/c(=C\c3ccc([N+](=O)[O-])o3)c(=O)n2C1c1ccc(OCC)cc1 (centres undefined),24%
COc1ccc(-c2nnc(NC(=O)c3ccc(C)cc3)s2)cc1,5%
COc1ccc(-c2n[nH]c(=S)n2/N=C/c2ccccc2Br)cc1,12%
COc1ccc(NC(=O)c2ccc3c(c2)C(=O)N(c2ccccc2-c2ccccc2)C3=O)c(OC)c1,9%
CCC(CC)NC(=O)c1ccc(Cl)c(Cl)c1,16%
Cc1cc(OCCCn2ccnc2)cc(C)c1Cl,1%
COc1cc(C(=O)Nc2cccc(-c3cc4ccccc4oc3=O)c2)cc(OC)c1OC,1%
CCOC(=O)C1=C(O)/C(=C\c2ccccc2[N+](=O)[O-])N=C1C,14%
O=C(CSc1nc2ccccc2[nH]1)N/N=C/c1ccccc1[N+](=O)[O-],11%
CCOc1cccc(N2C(=O)/C(=C/c3cc(C)n(-c4cccnc4)c3C)C(=O)NC2=S)c1,28%
O=C(CSCc1ccccc1Cl)Nc1ccc(Cl)cc1,22%
C/C(=N\NS(=O)(=O)c1ccc(C)cc1)C(C)(C)CC(=O)O,5%
OCCCNC(Nc1ccc(Cl)cc1)=C(c1ccccc1)c1ccccc1,7%
CCCCCCOC(=O)Nc1nnc(Cc2ccccc2)s1,2%
COc1ccc(NC(=O)C(=O)NCC2CCCO2)cc1Cl (centres undefined),0%
CN(C)c1ccc(-c2nc3cc(NC(=O)c4cc5ccccc5o4)ccc3o2)cc1,5%
Cc1onc(-c2c(Cl)cccc2Cl)c1C(=O)Nc1ccc(Br)cc1,12%
CN(C)c1ccc(/C=N/n2cnc3sc4c(c3c2=O)CCCC4)cc1,16%
COC(=O)C1=C(C)NC2=C(C(=O)CCC2)C1c1cccc2ccccc12 (centres undefined),3%
CCOc1ccccc1N1CCN(S(=O)(=O)c2ccc(Br)cc2)CC1,12%
O=C(Nc1ccc(O)c(-c2nc3cc(Cl)ccc3o2)c1)c1ccccc1,7%
O=[N+]([O-])c1ccccc1C=Nc1ccc(I)cc1,18%
COc1ccccc1NC(=S)NC(=O)c1ccccc1I,15%
CCC1CCc2c(sc(NC(=O)C3C4CCC(C4)C3C(=O)O)c2C(=O)OC(C)C)C1 (centres undefined),12%
O=C(COC(=O)c1ccc(N2C(=O)C3C4C=CC(C5CC45)C3C2=O)cc1)c1ccc(Cl)cc1 (centres undefined),2%
COc1cccc(/C=C2\SC(=S)N(CCCC(=O)N3CCN(c4ccccc4)CC3)C2=O)c1,8%
CC1=NN(c2ccccc2)C(=O)/C1=C\c1ccc(Cl)cc1,14%
Cc1ccc(C)c(N2C(=N)S/C(=C/c3cn(Cc4ccc(Cl)c(Cl)c4)c4ccccc34)C2=O)c1,41%
Cc1ccc(/C=C2\SC(=S)N(CC(=O)O)C2=O)o1,0%
COc1ccccc1NC(=O)C(=O)NN=C(C)C,4%
CC1=C(C(=O)OCCc2ccccc2)C(c2coc3ccc(Cl)cc3c2=O)C2=C(CC(C)(C)CC2=O)N1 (centres undefined),0%
O=C(NCCCNc1ccc([N+](=O)[O-])cc1)c1ccc(Cl)cc1,9%
COc1ccccc1/C=N\N1CCN(c2ccccc2)CC1,16%
CCOC(=O)C1CCN(C(=O)c2ccccc2[N+](=O)[O-])CC1,0%
COc1ccc(OC(=O)c2cccc(Br)c2)cc1,12%
O=C1C2C(C(=O)N1/N=C/C=C/c1ccccc1)C1C=CC2C12CC2 (centres undefined),5%
CC1=C(C(=O)OC2CCCCC2)C(c2cccc(Cl)c2)C2=C(CCCC2=O)N1 (centres undefined),11%
CCC/C(O)=C1\C(=O)CC(C)(C)CC1=Nc1ccccc1C,3%

# Quoted from the entries so far (22 entries):
SMILES,RNase H inhibition
CCCCCCOC(=O)Nc1nnc(Cc2ccccc2)s1,2%
COc1ccc(NC(=O)C(=O)NCC2CCCO2)cc1Cl (centres undefined),0%
CN(C)c1ccc(-c2nc3cc(NC(=O)c4cc5ccccc5o4)ccc3o2)cc1,5%
Cc1onc(-c2c(Cl)cccc2Cl)c1C(=O)Nc1ccc(Br)cc1,12%
CN(C)c1ccc(/C=N/n2cnc3sc4c(c3c2=O)CCCC4)cc1,16%
COC(=O)C1=C(C)NC2=C(C(=O)CCC2)C1c1cccc2ccccc12 (centres undefined),3%
CCOc1ccccc1N1CCN(S(=O)(=O)c2ccc(Br)cc2)CC1,12%
O=C(Nc1ccc(O)c(-c2nc3cc(Cl)ccc3o2)c1)c1ccccc1,7%
O=[N+]([O-])c1ccccc1C=Nc1ccc(I)cc1,18%
COc1ccccc1NC(=S)NC(=O)c1ccccc1I,15%
CCC1CCc2c(sc(NC(=O)C3C4CCC(C4)C3C(=O)O)c2C(=O)OC(C)C)C1 (centres undefined),12%
O=C(COC(=O)c1ccc(N2C(=O)C3C4C=CC(C5CC45)C3C2=O)cc1)c1ccc(Cl)cc1 (centres undefined),2%
COc1cccc(/C=C2\SC(=S)N(CCCC(=O)N3CCN(c4ccccc4)CC3)C2=O)c1,8%
CC1=NN(c2ccccc2)C(=O)/C1=C\c1ccc(Cl)cc1,14%
Cc1ccc(C)c(N2C(=N)S/C(=C/c3cn(Cc4ccc(Cl)c(Cl)c4)c4ccccc34)C2=O)c1,41%
Cc1ccc(/C=C2\SC(=S)N(CC(=O)O)C2=O)o1,0%
COc1ccccc1NC(=O)C(=O)NN=C(C)C,4%
CC1=C(C(=O)OCCc2ccccc2)C(c2coc3ccc(Cl)cc3c2=O)C2=C(CC(C)(C)CC2=O)N1 (centres undefined),0%
O=C(NCCCNc1ccc([N+](=O)[O-])cc1)c1ccc(Cl)cc1,9%
COc1ccccc1/C=N\N1CCN(c2ccccc2)CC1,16%
CCOC(=O)C1CCN(C(=O)c2ccccc2[N+](=O)[O-])CC1,0%
COc1ccc(OC(=O)c2cccc(Br)c2)cc1,12%

# The list goes on.
SMILES,RNase H inhibition
COc1cc(-c2ccc(NC(=O)c3cccnc3)c(OC)c2)ccc1NC(=O)c1cccnc1,9%
CCSc1nc2ccc(NC(=O)c3ccccc3Cl)cc2s1,14%
Cc1c(C#N)c2nc3ccccc3n2c(=O)/c1=C\c1c(O)n(-c2cccc(Cl)c2)[nH]c1=O,9%
O=C(COc1ccc(Cl)cc1Cl)Nc1cccc2c1CCCC2,28%
O=C(Nc1cccc(-c2nc3ncccc3o2)c1)c1ccccc1[N+](=O)[O-],0%
O=C(COc1ccc(Cl)cc1Br)NNC(=O)c1ccc(-c2ccccc2)cc1,24%
COc1ccc(NC(=O)c2cc(-c3ccc(OC)cc3OC)nc3ccccc23)c(OC)c1,18%
Cc1cc(C)cc(NCc2ccncc2)c1,7%
COc1ccc(/C(C)=N\OCc2nc3c4c5c(sc4ncn3n2)C(C)(C)NC(C)(C)C5)cc1OC,7%
CCOC(=O)c1c(NC(=O)CCN2C(=O)c3cccc([N+](=O)[O-])c3C2=O)sc2c1CCCC2,3%
CCOC(=O)COc1c(Cl)cc(/C=C2\C(=O)NC(=O)N(c3ccc(F)cc3)C2=O)cc1Cl,2%
Cc1ccccc1-c1nc(Cc2ccccc2Cl)no1,11%
C=CCN1C(=O)/C(=C2/C=Cc3cc(C)ccc3N2CC)SC1=S,14%
Cc1ccc(C)c(-c2csc(N3N=C(c4ccccc4)CC3c3ccccc3)n2)c1 (centres undefined),6%
Cc1cccc(C(=O)N/N=C/c2ccc(/C=N/NC(=O)c3cccc(C)c3)cc2)c1,0%
O=C(Nc1ccc(Br)cc1)c1ccc2c(c1)C(=O)N(c1cccc3ccccc13)C2=O,7%
O=C(COc1ccc(Br)cc1)Nc1ccccc1-c1ccccc1,24%
Cc1ccc(C(=O)Nc2cccc(C(F)(F)F)c2)cc1[N+](=O)[O-],2%
CN(C)c1ccc(N=Cc2c(O)n(-c3ccc(Cl)cc3)c(=O)[nH]c2=O)cc1,20%
O=C(Nc1ccc(Nc2ccccc2)cc1)c1cccc([N+](=O)[O-])c1,12%
Cc1ccc(S(=O)(=O)Oc2ccc(Br)cc2/C=c2/sc3nc4ccccc4n3c2=O)cc1,40%
Cc1ccc(OCC(=O)Nc2cccc(C#N)c2)c(C)c1,21%
CC(C)C(=O)N1c2ccccc2NC2=C(C(=O)CC(C)(C)C2)C1c1ccc(Cl)cc1 (centres undefined),7%
O=C1CSC(c2ccc(Cl)cc2Cl)N1CCN1CCCCC1 (centres undefined),8%
COc1ccc(C(O)Cn2c(=N)n(C)c3ccccc32)cc1 (centres undefined),5%
O=C(Nc1cccc([N+](=O)[O-])c1)c1ccccc1CCc1ccccc1,6%
Fc1cnc(Nc2ccccc2)nc1Nc1ccccc1,27%
Cc1c(Cc2ccccc2)c(N2CCN(C/C=C/c3ccccc3)CC2)n2c(nc3ccccc32)c1C#N,6%
C=CCOc1ccc(C=C2C(=O)N(C)C(=O)N(C)C2=O)cc1Br,4%
O=C1NC(=O)C(=Cc2ccc(OCc3ccc(Cl)cc3)c(Br)c2)C(=O)N1,45%
COc1ccc(C)cc1NC(=O)C(=O)NCc1ccco1,20%
O=C(/C=C/c1cccc(C(F)(F)F)c1)Nc1ccc(Br)cc1,15%
Cn1c(=O)c2c(nc(SCC(N)=O)n2Cc2cccc(Cl)c2)n(C)c1=O,5%
O=C(c1ccc(Cl)c([N+](=O)[O-])c1)N1CCN(C/C=C/c2ccccc2)CC1,16%
Cc1cccc(NC2(c3ccccc3)OC(=O)c3ccccc32)n1 (centres undefined),21%
O=[N+]([O-])c1ccc(Oc2ccc(/C=N/O)cc2)nc1,0%
COc1ccc(C/C(N)=N/OC(=O)c2ccc(Cl)cc2)cc1,4%
COC(=O)COc1ccc(/C=C(/C#N)C(=O)Nc2ccc(OC)cc2)cc1,0%
CN1C(=O)C(=C/C=C/c2ccco2)C(=O)N(C)C1=S,16%
COc1ccc(N(CC(=O)Nc2ccc(Cl)cc2)S(=O)(=O)c2ccccc2)cc1,10%
CN1C(=O)/C(=C2\SC(=S)N(c3ccccc3)C2=O)c2ccccc21,0%
COc1ccc(S(=O)(=O)Nc2ccccc2C(F)(F)F)cc1Br,0%
CN1C(=O)S/C(=C\c2ccccc2F)C1=O,23%
CCCOc1ccc(C(=O)NCc2ccccc2)cc1,6%
O=C(O)CCCCCNC(=O)/C(=C\c1ccc2c(c1)OCO2)NC(=O)c1ccc(Br)o1,7%
COc1ccc(/C=N/NC(=O)c2cc(-c3ccc4ccccc4c3)n[nH]2)cc1O,18%
Cc1cc(N2C(=O)NC(=O)/C(=C\c3ccsc3)C2=O)ccc1Br,3%
CCOC(=O)C1=C(c2ccccc2)N=C2SCC(=O)N2C1c1ccc(OC)c(OC)c1 (centres undefined),0%
COc1ccc(N(CC(=O)NC(C)c2ccccc2)S(=O)(=O)c2ccc(C)cc2)c(OC)c1 (centres undefined),10%
CCCSc1nnc2c(n1)OC(c1cn[nH]c1-c1ccccc1)Nc1ccccc1-2 (centres undefined),13%
CC(C)C(=O)N/N=C1/CC2CCC1(C)C2(C)C (centres undefined),4%
O=C(C[n+]1cc(Br)cc2ccccc21)c1ccc2c(c1)Cc1ccccc1-2,11%
O=C(C(c1ccccc1)c1ccccc1)N1CCN(Cc2cccnc2)CC1,0%
O=C(c1ccc([N+](=O)[O-])cc1)N1CCSC1c1ccccc1Cl (centres undefined),15%
O=C(/C=C/c1ccccc1Cl)NCc1cccnc1,2%
CCN(CC)c1ccc(C=Nc2ccc(C)c(F)c2)c(O)c1,9%
Cc1[nH]n(-c2ccccc2)c(=O)c1C=Nc1ccc(Cl)cc1,19%
NC1=NN(c2ccc(N)cc2)CC1,11%
C=CCN1C(=O)c2ccccc2C1(O)c1ccc(C)cc1 (centres undefined),3%
COc1cc2nc(-c3ccccc3O)n(-c3cc(C(C)(C)C)c(O)c(C(C)(C)C)c3)c2cc1OC,6%

# (cont.)
SMILES,RNase H inhibition
O=C(/C=C/c1cccc(C(F)(F)F)c1)Nc1ccccc1Cl,7%
COc1ccc(C(=O)CSc2nc3ccc([N+](=O)[O-])cc3[nH]2)cc1,9%
O=C(Nc1ccccc1C(=O)Nc1ccc(Cl)cc1)c1cccs1,20%
Cc1cccc(-n2c(O)c(/C=C3\C=CC=N3)c(=O)[nH]c2=O)c1,10%
Cc1ccc(NCC2OCc3ccccc3CO2)cc1,8%
CCOC(=O)C1=C(C)N=c2s/c(=C/c3ccc(-c4ccc([N+](=O)[O-])cc4Cl)o3)c(=O)n2C1c1ccc(Cl)cc1 (centres undefined),16%
N#C/C(=C/Nc1ccc(F)cc1)c1nc(-c2ccc3c(c2)OCO3)cs1,6%
COc1ccc(N(CC(=O)Nc2cc(Cl)cc(Cl)c2)S(=O)(=O)c2ccccc2)cc1,0%
CCOC(=O)C1=C(C)N=c2s/c(=C\c3ccc(C)c(OC)c3)c(=O)n2C1c1ccccc1 (centres undefined),21%
Cc1cc(O)c(C(=O)/C=C/c2cccs2)c(=O)o1,10%
COc1c(O)ccc(C2Nc3ccccc3-c3nnc(SC)nc3O2)c1[N+](=O)[O-] (centres undefined),4%
CC1CC(=O)C2=C(C1)OC(N)=C(C#N)C2c1ccc(Cl)cc1 (centres undefined),0%
Cc1ccc(N(Cc2ccc(C(=O)NCCSc3ccc(Cl)cc3)cc2)S(C)(=O)=O)cc1C,13%
O=C(Cc1ccccc1)NC(c1ccccc1Cl)c1c(O)ccc2ccccc12 (centres undefined),19%
c1ccc(CN2CCC(N3CCN(C4CCCCCC4)CC3)CC2)cc1,5%
O=C1NC(=O)C(=Cc2cccc(OCc3ccc(Cl)cc3Cl)c2)C(=O)N1,32%
C=CCn1c(SCCCC)nc2c(c1=O)C1(CCCCC1)Cc1ccccc1-2,8%
c1ccc(Nc2ccccc2Nc2ccccn2)nc1,9%
O=C(Nc1ccc(NC(=O)c2cccs2)cc1)c1cccs1,8%
COc1ccc(Cl)cc1NC(=O)c1cc(-c2cccc(C)c2)nc2ccccc12,0%

# Continued, starting with the last 2 of the part before.
SMILES,RNase H inhibition
O=C(Nc1ccc(NC(=O)c2cccs2)cc1)c1cccs1,8%
COc1ccc(Cl)cc1NC(=O)c1cc(-c2cccc(C)c2)nc2ccccc12,0%
Cc1ccc(NC(=O)c2ccc([N+](=O)[O-])o2)cc1Cl,13%
Cc1ccc(N2C(=O)CSC2c2cccc([N+](=O)[O-])c2)c(C)c1 (centres undefined),7%
Cc1ccc(N2C(=O)CSC2c2ccc(Br)cc2)cc1 (centres undefined),0%
CCc1ccccc1N(CC(=O)Nc1ccc(OC)cc1OC)S(C)(=O)=O,10%

# Not all compounds are listed (hit frequency here may not be typical).
